Screening results from PubChem BioAssay.
GLP1R inv ag – GLP-1 receptor (human) inverse agonism | P43220 | HEK293 GLP-1R CRE-luciferase, luminescence, 24 h; GLP-1R form is constitutively active | Potency, µM (doses to about 38.3 µM), for inactives: at the top dose activity change, negative = inhibition, usual class: inhibitors | hit rate 1.6% among 410,000 | AID 624417; note: potency is the fitted concentration of half-maximal effect; % is set by controls: 0 for no effect and ±100 for the full control effect; nearly all actives have a fitted effect of over 55% in size
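GLP-1R inverse agonism mode: basal reporter luminescence in engineered HEK293 cells measured after one day of compound exposure at 37 deg C, with a 12 min room-temperature detection step.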
TDP43 rescue – TDP-43 toxicity inhibition in yeast; AID 652104; TDP-43 expressing yeast growth rescue, BacTiter-Glo, 24 h; hit rate 1.8% among 410,000; Potency, µM (highest dose often 46.1 µM), for the others: at the highest dose growth rescue (activation), actives largely listed as activators; note: potency is the fitted concentration of half-maximal effect; % of control where 0% means no effect; nearly all actives have a fitted effect of over 50% in size
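In this qHTS, compounds that restore growth of yeast expressing TDP-43 appear as activators. Cells (OD600=0.02, galactose medium, raffinose-pregrown) are incubated with compound 24 hr at 30 deg C and growth is quantified by BacTiter-Glo.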
PTHR1 ag – agonists of human PTHR1 parathyroid hormone receptor; HEK293 GP2 PTHR1 cells, GloSensor cAMP luminescence, 1 h; Q03431; hit rate 0.075% among 410,000; Potency, µM (titrated, usually from 115 µM), inactives show top-dose activation, most hits filed as activators; note: potency is the fitted concentration of half-maximal effect; nearly all actives have a fitted effect of over 55% in size; some results filed as inactive show a strong effect at the top dose; inactives centre near -15; many of its hits are not listed in these tables
Target sequence (Q03431 whole entry, looked up): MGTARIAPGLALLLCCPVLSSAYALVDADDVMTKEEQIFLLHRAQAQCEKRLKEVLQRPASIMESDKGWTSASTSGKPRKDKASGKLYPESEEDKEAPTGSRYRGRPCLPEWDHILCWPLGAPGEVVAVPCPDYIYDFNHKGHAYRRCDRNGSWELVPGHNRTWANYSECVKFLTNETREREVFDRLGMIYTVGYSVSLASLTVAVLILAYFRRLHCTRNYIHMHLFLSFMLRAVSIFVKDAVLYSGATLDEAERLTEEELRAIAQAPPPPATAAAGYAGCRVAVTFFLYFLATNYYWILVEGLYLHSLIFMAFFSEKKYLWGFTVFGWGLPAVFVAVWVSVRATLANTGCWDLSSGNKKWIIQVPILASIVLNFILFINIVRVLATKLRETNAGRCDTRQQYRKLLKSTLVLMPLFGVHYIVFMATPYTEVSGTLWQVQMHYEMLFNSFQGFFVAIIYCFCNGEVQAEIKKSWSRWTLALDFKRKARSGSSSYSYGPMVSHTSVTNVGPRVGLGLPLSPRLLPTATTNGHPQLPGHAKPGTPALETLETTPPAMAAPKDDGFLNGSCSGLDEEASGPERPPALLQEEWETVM
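HEK-293-derived GP2 cells expressing PTHR1 and a GloSensor cAMP reporter, 3,000/well, plated overnight, given luciferin plus IBMX (each 0.5 mM as added) for 1 h at 37 °C, then compound for 1 h at 37 °C. Luminescence was read after 15 min at room temperature.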
aSyn rescue – inhibitors of alpha-synuclein toxicity in yeast | Yeast expressing alpha-synuclein, growth rescue, BacTiter-Glo, 24 h | Potency, µM (titrated, usually from 46.1 µM), for inactives: top-dose growth rescue (activation), hits mostly activators | hit rate 0.14% among 370,000 | AID 652106; note: potency is the fitted concentration of half-maximal effect; % of control where 0% means no effect; nearly all actives have a fitted effect of over 65% in size
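Readout is rescue of growth in alpha-synuclein-expressing yeast, so inhibitors of toxicity appear as activators. Growth after 24 hr at 30 deg C in galactose medium is quantified by luminescence.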
DRD3 antagonist – blocks the human D3 dopamine receptor | P35462 | D3R cells, DiscoveRx beta-arrestin luminescence, antagonist mode; active compounds read low | max response, negative = inhibition, % | hit rate 2.5% among 360,000; in the data active = max response below about -50%; inconclusive = no clear call, values can overlap the other calls; note: % is set by controls: 0 for no effect and ±100 for the full control effect; mostly tested at two doses, the higher about 12 µM
Target sequence (P35462 whole entry, looked up): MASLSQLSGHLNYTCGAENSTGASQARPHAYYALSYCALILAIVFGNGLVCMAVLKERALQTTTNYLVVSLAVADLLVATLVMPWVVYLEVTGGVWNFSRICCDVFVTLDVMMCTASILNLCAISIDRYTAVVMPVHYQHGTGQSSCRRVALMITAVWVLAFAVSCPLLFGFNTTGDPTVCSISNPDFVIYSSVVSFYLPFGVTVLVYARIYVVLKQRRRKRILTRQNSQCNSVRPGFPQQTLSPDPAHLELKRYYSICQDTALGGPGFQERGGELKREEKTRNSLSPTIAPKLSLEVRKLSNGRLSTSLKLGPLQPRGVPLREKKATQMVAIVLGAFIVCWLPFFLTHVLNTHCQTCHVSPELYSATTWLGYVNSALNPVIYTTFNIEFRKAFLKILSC
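Cells plated overnight at 1500 cells/well, then exposed to library compounds with dopamine controls for 90 minutes at 37 degrees C. DiscoveRx reagent added for 30–60 minutes at room temperature; luminescence read, quantitative HTS format.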
GLP1R ag – GLP-1 receptor (human) agonism. P43220. HEK293 GLP-1R CRE-luciferase, luminescence, 4-6 h; cells express a hypersensitive GLP-1R form. Potency, µM (doses to about 45.6 µM), without a hit: at the highest dose activation, actives largely listed as activators. hit rate 0.007% among 380,000. AID 624172; note: potency is the fitted concentration of half-maximal effect; % of control where 0% means no effect
KB-V1 cytotox – KB-V1 MDR subline cytotoxicity | KB-V1 MDR cells viability, CellTiter-Glo, 72 h | Potency, µM (top dose mostly 46.1 µM), inactives show at the highest dose activity change, negative = cytotoxicity, hits mostly cytotoxic | hit rate 3.4% among 400,000 | AID 1347076; note: potency is the fitted concentration of half-maximal effect; % is set by controls: 0 for no effect and ±100 for the full control effect; nearly all actives have a fitted effect of over 60% in size
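KB-V1 cells (P-gp-expressing MDR subline of KB-3-1) in phenol-red-free DMEM with 10% FBS were exposed to library compounds over a concentration series for 72 h at 37 degrees C. Viability read by CellTiter-Glo luminescence; concentration-effect curves fitted after normalization.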
GLP1R cytotox – cytotoxicity counter-screen for GLP-1 receptor inverse agonists; HEK293 cAMP-luciferase reporter cells, luminescence, 24 h; Potency, µM (doses to about 38.3 µM), inactives show top-dose activity change, negative = inhibition, actives largely listed as inhibitors; hit rate 0.13% among 410,000; AID 624418;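 note: loss of luciferase light is scored as toxicity; potency is the fitted concentration of half-maximal effect; % is set by controls: 0 for no effect and ±100 for the full control effect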
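Seeding density was 200 cells/uL; after overnight-length (12 h) culture, 23 nL compounds went on for 24 h at 37 °C. Readout used a luciferase detection reagent, luminescence taken after 12 min at room temperature.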
D3 ag – activates the human D3 dopamine receptor. D3R DiscoveRx beta-arrestin cells, luminescence, 90 min. max activation, %. hit rate 0.58% among 410,000; in the data active = max activation above about 30%; note: 0% is about no effect; mostly tested at two doses, the higher about 12 µM
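Agonist-mode cell screen: cells plated at 1500/well and incubated overnight at 37 °C, then exposed to library compounds for 90 min at 37 °C. Detection reagent was added for 30–60 min at room temperature, and luminescence was read.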
* hit, by the source's call; i = inactive; ? = inconclusive; / = not tested or not shown; [ ] = remark or other dose. Unless noted, calls come from the whole dose curve; as a rule, active = well fitted curve in the direction sought with a large enough effect; inconclusive = small, poorly fitted or top-dose-only effect, or another doubt; inactive = no such curve, though single readings can be large; an effect the other way counts as inactive or inconclusive.

smiles | GLP1R inv ag | TDP43 rescue | PTHR1 ag | aSyn rescue | DRD3 antagonist | GLP1R ag | KB-V1 cytotox | GLP1R cytotox | D3 ag
CCOC(=O)c1c(NC(=O)C(F)(OC)C(F)(F)F)sc(C(=O)N2CCCCC2)c1C (stereo not given) | ? | -1% | i | 3% | 10 | 14% | -11% | -11% | 1
CCOC(=O)N/N=C/c1cccc(Cl)c1Cl | -6% | 5% | -14% | -1% | 11 | 21% | ? | -12% | 3
Cc1ccc(NC(=O)CNc2ccc(OC(C)C)cc2)c(C)c1 | ? | 17% | -30% | -4% | -23 | -8% | 1% | -10% | -2
Cc1ccc(Nc2nc(N3CCOCC3)nc(N3CCOCC3)n2)cc1Cl | ? | 30% | i | 10% | -14 | -3% | -28% | 5% | 2
COc1ccccc1C(=O)Nc1ccc2c(c1)C(=O)NC2=O | 7% | 8% | -25% | 1% | 12 | 0% | 0% | -4% | 2
COc1ccc(S(=O)(=O)Nc2cc3c4c(c2)CCC(=O)N4CCC3)cc1C | 3% | 4% | i | -2% | -1 | 12% | ? | 2% | -8
Nc1ccc(SCC(=O)Nc2cccc([N+](=O)[O-])c2)cc1 | -2% | 7% | i | 9% | -23 | 1% | -5% | -12% | -7
COC(=O)COc1nc(C)c2c(c1C#N)CC(C)(C)OC2 | 33%[activator] | -10% | i | 0% | -27 | -2% | ? | 2% | -12

2 records drawn at random from the list so far, as already listed:
smiles | GLP1R inv ag | TDP43 rescue | PTHR1 ag | aSyn rescue | DRD3 antagonist | GLP1R ag | KB-V1 cytotox | GLP1R cytotox | D3 ag
COc1ccc(S(=O)(=O)Nc2cc3c4c(c2)CCC(=O)N4CCC3)cc1C | 3% | 4% | i | -2% | -1 | 12% | ? | 2% | -8
CCOC(=O)c1c(NC(=O)C(F)(OC)C(F)(F)F)sc(C(=O)N2CCCCC2)c1C (stereo not given) | ? | -1% | i | 3% | 10 | 14% | -11% | -11% | 1

(next part)
smiles | GLP1R inv ag | TDP43 rescue | PTHR1 ag | aSyn rescue | DRD3 antagonist | GLP1R ag | KB-V1 cytotox | GLP1R cytotox | D3 ag
O/N=C1\CCCCc2ccccc21 | -13% | -2% | -6%[57.5 µM] | -1% | -10 | -1% | 5% | -2% | 3
COc1ccccc1NC(=O)CSC1=NCCN1 | 18% | 22% | i | 8% | 5 | -24% | -23% | -9% | -6
Cc1nnc2ccc(N3CCN(c4ccccn4)CC3)nn12 | 39%[activator] | 5% | i | 5% | ? | 12% | -48% | -8% | 2
Cc1ccc(NC(=O)CCC(=O)NNC(=O)COc2ccc([N+](=O)[O-])cc2)c(C)c1 | 2% | 15% | i | 4% | 14 | -3% | 1% | 2% | 2
COc1ccc(N2C(=O)CCC(C(=O)N3CCCCC3)C2c2ccc(F)cc2)cc1 (stereo not given) | ? | -8% | -12% | 0% | 17 | -8% | -25% | -29% | -3
O=C(O)c1ccc2c(=O)n(-c3ccccc3F)c(=S)[nH]c2c1 | -10% | 12%[9.22 µM] | -20% | 10% | -5 | 0% | 5% | 0% | -10
CS(=O)(=O)N(CC(=O)Nc1c(F)cccc1F)Cc1ccccc1 | 1% | 25% | -20% | -1% | 3 | 5% | 5% | 0% | -5
CCOc1ccccc1NC(=O)c1cc2c(=O)n(Cc3cccnc3)ccc2nc1C | 11% | 24% | i | / | / | / | -14% | 0% | -8

As entered above:
Reading for COc1ccccc1NC(=O)CSC1=NCCN1 under GLP1R ag: -24%
Reading for CCOC(=O)c1c(NC(=O)C(F)(OC)C(F)(F)F)sc(C(=O)N2CCCCC2)c1C (stereo not given) under aSyn rescue: 3%

An excerpt from above in order of length of the SMILES, largest number first.
smiles | GLP1R inv ag | TDP43 rescue | PTHR1 ag | aSyn rescue | DRD3 antagonist | GLP1R ag | KB-V1 cytotox | GLP1R cytotox | D3 ag
COc1ccc(N2C(=O)CCC(C(=O)N3CCCCC3)C2c2ccc(F)cc2)cc1 (stereo not given) | ? | -8% | -12% | 0% | 17 | -8% | -25% | -29% | -3
CS(=O)(=O)N(CC(=O)Nc1c(F)cccc1F)Cc1ccccc1 | 1% | 25% | -20% | -1% | 3 | 5% | 5% | 0% | -5
O/N=C1\CCCCc2ccccc21 | -13% | -2% | -6%[57.5 µM] | -1% | -10 | -1% | 5% | -2% | 3

(more compounds)
smiles | GLP1R inv ag | TDP43 rescue | PTHR1 ag | aSyn rescue | DRD3 antagonist | GLP1R ag | KB-V1 cytotox | GLP1R cytotox | D3 ag
C=CCNc1nc(NC(C)(C)CO)nc(OCC)n1 | 0% | 1% | i | 5% | -7 | -13% | 2% | -11% | 0
COc1cnc(SC)nc1Nc1ccc(C#N)cc1 | 32% | 19% | -15% | 0% | -5 | -2% | 0% | 21% | -1
COc1ccc(C(=O)Cn2c(NCCCO)nc3ccccc32)cc1OC | 12% | 0% | -16% | 2% | -7 | -3% | ? | -9% | 0
CCOc1ccc(S(=O)(=O)Nc2ccc3c(c2)n(C)c(=O)n3C)cc1 | 8% | -8% | 0% | 3% | 44 | 12% | 15µM* | -1% | 12
O=C(CCS(=O)(=O)Cc1ccccc1)Nc1nncs1 | 17% | -16% | 1% | -6% | -5 | 3% | 8% | 9% | 3
CCN(C(=O)COC(=O)/C(C#N)=C/c1cc(C)n(CCOC)c1C)c1c(N)n(Cc2ccccc2)c(=O)[nH]c1=O | 21% | -15% | 9% | -4% | 8 | 6% | -12% | -5% | -5
CCn1c(COc2ccc(C)cc2)nc2ccccc21 | 18%[7.66 µM] | 11µM* | -29% | 6% | -7 | 1% | ? | 9%[7.66 µM] | 2
COc1ccc(CNc2nc(-c3ccccc3)nn2C(=O)c2cccs2)cc1 | 2% | -7% | ? | 3% | -15 | 2% | ? | 1% | -8

(cont.)
The line under a structure holds: GLP1R inv ag, TDP43 rescue, PTHR1 ag, aSyn rescue, DRD3 antagonist, GLP1R ag, KB-V1 cytotox, GLP1R cytotox, D3 ag
- CCOc1cc(CNC(=O)Cn2c(=O)c3cccn3c3ccc(F)cc32)cc(OCC)c1OCC
    -4%, -33%[inhibitor], i, /, /, /, /, -3%, -13
- COc1ccc(C(C)(NC(C)=O)c2nc(-c3cccnc3)cs2)cc1 (stereo not given)
    14%, ?, -27%, -13%, 14, -5%, -30%, 5%, 6
- CCOc1ccc(NC(=O)c2cccc(OC(=S)N3CCC(C)CC3)c2)cc1
    0%, ?, i, 1%, 15, 3%, 18µM*, 4%, -2
- CCC(C)NC(=O)C1CCCN(C(=O)Nc2ccc(F)cc2)C1 (stereo not given)
    7%, 0%, i, 3%, 18, -9%, -23%, 11%, 1
- CC(C)(C)C(=O)Nc1ccc(-c2nc3ccc(NC(=O)C(C)(C)C)cc3[nH]2)cc1
    10%, 0%, -1%, /, /, /, /, -11%, 3
- COC(=O)c1cc(S(=O)(=O)n2nc(C)cc2C)c(Cl)cc1Cl
    -4%, -13%, -12%[57.5 µM], -3%, 0, 8%, 2%, -1%, -11
- CC1CCN(c2ccc([N+](=O)[O-])cc2C(N)=O)CC1
    6%, 7%, 0%, 2%, 11, 6%, -28%, 0%, -9
- COc1cc(C(=O)O/N=C2/C=C(C)C(=O)C=C2C)cc(OC)c1OC
    11%, -11%, -8%, 5%, -3, 11%, 0%, 6%, 1
- COc1cc(NC(=O)C2CC2)c(C(=O)O)cc1OC
    16%, -24%, 33%, -2%, -11, -1%, 9%, 17%, -6
- COc1ccc(C(=O)COC(=O)c2cncc(Br)c2)cc1
    -14%, 5%, -21%, 1%, 10, -3%, 21%, -3%, -9
- CCn1nc(C(=O)NCc2nnc3ccccn23)c2ccccc2c1=O
    29%, -14%, -21%, 1%, 29, -1%, 9%, 9%, 7
- COc1ccc([C@@H]2[C@@H]3C(=O)N(C(C)(C)C)C(=O)[C@@H]3[C@]3(C)C(=O)N(c4cccc(C)c4)C(=O)N23)cc1
    -1%, 6%, -19%, 7%, -17, -1%, -4%, 3%, -9
- Cc1cc(-c2nnc(SCC(=O)Nc3ccc(F)c(F)c3)n2N)n[nH]1
    7%, -1%, i, 0%, 4, -2%, -4%, -1%, 2
- CC(C)Oc1ccc(C(CC(=O)O)NC(=O)Cc2ccc(Cl)cc2)cc1 (stereo not given)
    29%, 8%, i, -1%, 5, 0%, 28%, 13%, 4
- CC1CN(CCOc2cccc(Oc3ccccc3)c2)CC(C)O1 (stereo not given)
    ?, -2%, -60%[inhibitor], 2%, -23, 12%, 4%, 4%, -23
- CCOc1ccc(NC(=O)CSc2nnc(Cn3c(=O)sc4ccccc43)n2C)cc1
    -45%, 13%, -14%, 4%, -3, 10%, 25%, -5%, 2
- COc1cccc(NC(=O)COc2ccc(C(=O)N3CCN(C)CC3)cc2)c1
    2%, 13%, i, 4%, 5, 1%, -22%, 1%, 3
- COc1ccc(NC(=O)CCCS(=O)(=O)c2nc(-c3ccc(OC)c(OC)c3)cc(C(F)(F)F)n2)cc1OC
    ?, 6%, -39%[inhibitor], -4%, /, /, /, ?, -24
- COc1ccccc1NC(=S)N1CCC(NC(=O)c2ccco2)CC1
    96%[activator], -22%[0.397 µM], i, 2%, 15, 10%, ?, -21%, 6
- Oc1cccc(-n2nnnc2SCc2ccccc2F)c1
    ?, 22µM*, -11%, -5%, -2, 15%, 0%, 0%, 1
- CCOc1ccccc1NC(=O)C1CCN(S(=O)(=O)c2ccc3[nH]c4c(c3c2)CCCCC4)CC1
    -8%, 18%, -23%, /, /, /, 21%, 5%, 1
- CCOc1ccc(S(=O)(=O)NCCC(=O)NC(C)CCc2ccccc2)cc1 (stereo not given)
    ?, 19%, -13%, -1%, -26, -1%, ?, -11%, -4
- COc1ccc(NC(=O)CN(C)C(=O)c2sc3cc(Cl)ccc3c2Cl)cc1
    ?, 0%, -6%, -1%, 3, -1%, ?, -8%, 3

The list is partial, so the mix of outcomes need not match the whole.
